SR-BI uptake up – SR-BI HDL lipid transfer activation; 0.096% of 320,000 active; activation, % at 12.5 µM; CHO ldlA[mSR-BI] cells, DiI-HDL uptake fluorescence, 3 h; 100 = double the neutral-control signal;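 active = mean replicate activation of at least 60% and every replicate at or above 60%; inconclusive = mean or all-replicate condition met, but not both; inactive = mean below 60% and not all replicates reaching 60%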;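 note: 0% = median plate neutral-control signal and 100% = twice that signal; values of inactives mirror those of a sister screen read the other way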
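material = CHO ldlA[mSR-BI] cells | medium = Ham's F12 with 0.5% BSA, HEPES 25 mM, pH 7.4 | reagent = fluorescent DiI-HDL, 10 µg/mL final | compound dosing = single-point compound dose | incubation = 3 h, 37 °C | measured by = bottom-read fluorescence, 550/595 nm | measure = HDL uptake via cellular fluorescence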
dFosB act – mouse delta FosB homodimer activation; 0.99% of 340,000 active; P13346; activation, % at 25 µM; purified delta FosB, TAMRA-CDK5 oligo fluorescence polarization; percent of positive-control signal above neutral wells; AID 493131;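 active = mean activation above about 17%, with every replicate also reaching it, limit read from the data, passing the limit was not always enough; inconclusive = only one of the two conditions met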;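 note: fluorescence polarization rise as delta FosB binds a TAMRA Cdk5 AP-1 oligo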
Target sequence (P13346 whole entry, looked up): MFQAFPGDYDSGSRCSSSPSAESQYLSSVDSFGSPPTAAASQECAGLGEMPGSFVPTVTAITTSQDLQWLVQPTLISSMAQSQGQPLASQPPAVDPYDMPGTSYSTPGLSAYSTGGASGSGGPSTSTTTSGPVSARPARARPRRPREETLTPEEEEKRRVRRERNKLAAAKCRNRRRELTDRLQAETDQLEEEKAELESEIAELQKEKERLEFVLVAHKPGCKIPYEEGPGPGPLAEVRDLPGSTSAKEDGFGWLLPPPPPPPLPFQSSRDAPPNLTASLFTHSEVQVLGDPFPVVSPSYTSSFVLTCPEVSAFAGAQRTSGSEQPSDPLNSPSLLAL
SR-BI HDL uptake – blocks mouse SR-BI lipid uptake from DiI-HDL; ldlA[mSR-BI] CHO cells, DiI-HDL uptake fluorescence, 3 h; inhibition, % at 12.5 µM; 0.96% of 320,000 active; AID 488896;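 active = mean replicate inhibition of at least 70% and a set share of replicates each scoring 70 or more; inconclusive = meets just one of the two criteria; inactive = fails both criteria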;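 note: 0% = median of neutral control wells and 100% = median of positive control wells; values of inactives mirror those of a sister screen read the other way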
Target sequence (Q61009 whole entry, looked up): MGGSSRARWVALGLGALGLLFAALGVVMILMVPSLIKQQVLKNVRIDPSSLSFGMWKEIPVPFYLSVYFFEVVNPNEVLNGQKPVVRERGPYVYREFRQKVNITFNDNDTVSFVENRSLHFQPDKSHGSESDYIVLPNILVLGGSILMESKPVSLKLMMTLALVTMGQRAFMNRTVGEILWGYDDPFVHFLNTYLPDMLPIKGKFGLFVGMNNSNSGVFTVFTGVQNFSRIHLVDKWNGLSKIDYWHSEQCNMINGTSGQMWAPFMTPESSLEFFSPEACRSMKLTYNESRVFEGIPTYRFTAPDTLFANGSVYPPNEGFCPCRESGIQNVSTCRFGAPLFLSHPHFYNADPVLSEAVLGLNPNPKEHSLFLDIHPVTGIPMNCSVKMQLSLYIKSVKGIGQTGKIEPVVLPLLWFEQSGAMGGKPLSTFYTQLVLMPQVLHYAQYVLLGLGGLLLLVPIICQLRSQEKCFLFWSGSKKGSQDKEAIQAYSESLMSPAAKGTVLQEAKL
PvdQ acylase – blocks Pseudomonas aeruginosa PvdQ acylase activity; purified PvdQ acylase, fluorescence plate reader; inhibition, % at 10 µM; 0.063% of 340,000 active; in the data active = inhibition above about 30%, passing the limit was not always enough; inconclusive = no clear call, values can overlap the other calls;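 note: 0% = vehicle neutral wells and 100% = reference inhibitor wells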
CDK5 p35 inh – blocks human CDK5/p35 kinase activity | inhibition, % at 10 µM | Recombinant CDK5/p35, ADP-Glo luminescence, 60 min | AID 488839 | 0.01% of 330,000 active;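 active = highest replicate inhibition of at least 50% and at least 75% of replicates reaching 50%; inconclusive = only one of the two criteria met; inactive = both criteria failed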;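 note: plate controls were DMSO neutral control for no effect and GW8510 at 10 µM for full effect; many of its hits are not listed in these tables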
Wnt bcat act – activates Wnt/beta-catenin signaling in a reporter cell assay; activator, plate reader; activation, % at 9.35 µM; 1.2% of 300,000 active; in the data active = activation above about 30%, passing the limit was not always enough; inconclusive = no clear call, values can overlap the other calls;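 note: 0% = neutral control wells and 100% = positive control wells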
MITF TRPM1 HTS – MITF TRPM1 promoter activation in melanoma cells; 0.75% of 300,000 active; AID 588334; SK-MEL-5 TRPM1-promoter luciferase, 24 h; % of positive control, neutral wells = 0; activation, % at 12.5 µM;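 active = mean activation of at least 80% with every replicate also reaching 80%; inconclusive = mean reaches 80% but some replicate falls short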;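 note: 0% = neutral control wells and 100% = parthenolide positive control wells; values of inactives mirror those of a sister screen read the other way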
cardiac RTF act – increases calcium sensitivity of human cardiac regulated thin filaments; P19429+P45379; IANBD-labeled TnC RTF fluorescence at EC20 calcium; 0% EC20 calcium, 100% full calcium; activation, % at 7.2 µM; 0.24% of 340,000 active; AID 493008;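 active = activation above the mean over all tested compounds plus 3 SD, cut at about 30% in these data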;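 note: rise in fluorescence read as greater calcium sensitivity of cardiac thin filaments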
Rtt109 Vps75 – blocks Candida albicans Rtt109/Vps75 acetyltransferase activity; inhibition, % at 34.9 µM; purified Rtt109/Vps75, ThioGlo CoA-SH fluorescence, 4 h; 0.16% of 330,000 active; AID 540336;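 active = inhibition of at least 50% in every replicate; inconclusive = best replicate reaches 50% inhibition but some replicates fall short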
HTR5A ag ctr – HTR5A agonism, opioid heterodimer counter-screen. HTR5A agonist assay, luminescence, cell-based. activation, % at 9.3 µM. 0.61% of 340,000 active. AID 504692; in the data active = activation mostly above about 9.5%, no sharp cut-off; inactive = mostly below about 7.6%;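 note: 0% = cells with vehicle only and 100% = reference agonist; strong numbers were not always called active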
* marks the source's active call; other numbers are inactive results; ? = inconclusive; . = not tested or not shown.

[1] O=C(Nc1ccon1)C1CCN(S(=O)(=O)c2cccs2)CC1
[2] CC(=O)Nc1ccc(NC(=O)CSc2nnc(-c3ccccc3)n2Cc2ccc3c(c2)OCO3)cc1
[3] O=C1c2cccc3c(O)ccc(c23)C(=O)N1Cc1ccccc1
[4] COc1ccc(C2CC(c3ccc(Cl)cc3)=NN2C(C)=O)cc1 (configuration not stated)
[5] Cc1ccc2c(Cl)c(C(=O)NC3CC3)sc2c1
[6] COc1cccc(C(=O)NCCN2CCN(c3ccccc3)CC2)c1

entry no.,1,2,3,4,5,6
SR-BI uptake up,16,2,21,1,-2,7
dFosB act,-4,-1,2,-12,-3,5
SR-BI HDL uptake,-16,-2,-21,-1,2,-7
PvdQ acylase,11,17,-22,-10,-10,-13
CDK5 p35 inh,0.7,-0.2,-1.9,0.2,0.7,1.8
Wnt bcat act,.,.,-2,13,23,0
MITF TRPM1 HTS,-4,15,8,41,47,-13
cardiac RTF act,-2,1,957*,-3,-1,-3
Rtt109 Vps75,6,7,2,-1,-10,-6
HTR5A ag ctr,-8,1,17*,0,-3,-6

[7] COc1ccc(N(CC(=O)NCC2CCCO2)C(=O)CCC(=O)Nc2nccs2)c(OC)c1 (configuration not stated)
[8] CC(=O)NCC(=O)OCN1C(=O)c2ccccc2C1=O
[9] C=CCn1cccc(C(=O)Nc2ccc(Cl)cc2)c1=O
[10] CCCCSc1nc2c(c(=O)[nH]c(=O)n2C)n1CCc1ccccc1
[11] CC(C)NC(=O)c1ccc(OC2CSC2)cc1
[12] CC(=O)O[C@H]1[C@@H](O)[C@H](O)[C@H](Oc2c(O)c(C)c3c4c2[C@@H](C)CC[C@@H]4[C@@H](C)C[C@H]3C=C(C)C)O[C@H]1C

entry no.,7,8,9,10,11,12
SR-BI uptake up,2,.,6,-46,-4,-22
dFosB act,4,-10,-11,-3,-2,-7
SR-BI HDL uptake,-2,.,-6,46,4,22
PvdQ acylase,1,-17,-15,9,-14,-7
CDK5 p35 inh,0.6,-0.4,2.0,0.4,-1.3,2.4
Wnt bcat act,-1,-2,15,-3,9,-25
MITF TRPM1 HTS,-10,0,82*,16,7,-11
cardiac RTF act,-8,2,1,2,6,7
Rtt109 Vps75,3,-2,-3,0,-6,2
HTR5A ag ctr,-3,-5,4,1,-4,2

[13] Cc1c(C(=O)NCc2ccccn2)oc2ccc(Br)cc12
[14] O=C(Nc1ccc(O)c2c(=O)cc(-c3cccc(Cl)c3)oc12)c1ccc(F)cc1
[15] O=C(CN1C(=O)C2(OCCO2)c2ccccc21)c1ccc(Br)cc1
[16] O=C(CSC1=NCCS1)Nc1ccc2ccccc2c1
[17] O=C(Cc1ccc(S(=O)(=O)N2CCOCC2)s1)N1CCN(S(=O)(=O)c2cccc([N+](=O)[O-])c2)CC1
[18] CCC(=O)N1CCc2cc(S(=O)(=O)NC(C(=O)Nc3cccc(C)n3)C(C)C)ccc21 (configuration not stated)

entry no.,13,14,15,16,17,18
SR-BI uptake up,-71,-3,-8,-1,13,29
dFosB act,-12,9,-8,-1,-6,-1
SR-BI HDL uptake,?,10,8,1,-13,-29
PvdQ acylase,-15,6,-2,0,8,-7
CDK5 p35 inh,0.0,-1.0,-0.4,-0.3,1.4,-0.2
Wnt bcat act,12,2,-4,?,-4,1
MITF TRPM1 HTS,97*,9,-4,13,-7,4
cardiac RTF act,5,1,-3,-7,7,1
Rtt109 Vps75,0,0,-3,14,7,-7
HTR5A ag ctr,2,2,-2,-2,-3,-6

[19] CC1C(=O)Nc2ccccc2N1C(=O)c1c(F)cccc1F (configuration not stated)
[20] O=C(Nc1cc(S(=O)(=O)N2CCCCC2)ccc1Cl)C1=NN(c2ccccc2)C(=O)CC1
[21] CN1CCN(CC(O)COc2ccc(S(=O)(=O)N3CCOCC3)cc2)CC1 (configuration not stated)
[22] CCOc1ccc(S(=O)(=O)N2CCC(C(=O)NCCc3ccc(S(N)(=O)=O)cc3)CC2)cc1
[23] COCCN(C(=O)c1ccc(N(C)S(=O)(=O)c2ccc(C)cc2)cc1)c1c(N)n(CC(C)C)c(=O)[nH]c1=O
[24] O=C(Cc1ccccc1)N1CCC(c2nc(-c3ccc(F)cc3)no2)CC1

entry no.,19,20,21,22,23,24
SR-BI uptake up,6,-23,22,-32,27,-3
dFosB act,4,-3,-1,-3,-10,-13
SR-BI HDL uptake,-6,23,-22,32,-27,3
PvdQ acylase,-15,-15,5,-15,4,-13
CDK5 p35 inh,-0.7,2.8,0.3,0.5,-0.3,-1.5
Wnt bcat act,1,5,-4,2,3,.
MITF TRPM1 HTS,3,-8,-1,-5,-5,4
cardiac RTF act,1,5,-4,-2,-3,0
Rtt109 Vps75,-2,-6,-2,-9,11,0
HTR5A ag ctr,2,0,1,1,1,-3

[25] COc1ccccc1CNC(=O)C(Cc1c[nH]c2ccccc12)NC(=O)OCc1ccccc1 (configuration not stated)
[26] O=C(CN1C(=O)CCS(=O)(=O)c2ccccc21)NCc1ccccc1
[27] COc1ccc(C(=O)N2CCN(Cc3ccccc3)CC2)cc1[N+](=O)[O-]
[28] COc1ccc(NC(=O)CC2C(=O)N(c3cccc(OC)c3)C(=O)N2CCC(C)C)cc1 (configuration not stated)
[29] COc1ccc(C(=O)NCCCNC(=O)c2ccccn2)cc1Br
[30] COc1cccc2cc(S(=O)(=O)c3ccc(C)cc3)/c(=N/NS(=O)(=O)c3ccc(C)cc3)oc12

entry no.,25,26,27,28,29,30
SR-BI uptake up,-2,-2,2,-18,6,1
dFosB act,-3,-3,1,-4,-1,-5
SR-BI HDL uptake,2,2,-2,18,-6,-1
PvdQ acylase,7,-12,7,-15,-6,-13
CDK5 p35 inh,2.1,1.4,1.8,-0.4,-0.4,-0.9
Wnt bcat act,-4,.,-2,.,3,-1
MITF TRPM1 HTS,4,4,.,10,-9,2
cardiac RTF act,9,3,-5,0,-7,-5
Rtt109 Vps75,11,0,3,3,-8,2
HTR5A ag ctr,-3,6,-5,-1,-2,2

Part of the list above in another layout.
#26 O=C(CN1C(=O)CCS(=O)(=O)c2ccccc21)NCc1ccccc1
  SR-BI uptake up: -2	dFosB act: -3	SR-BI HDL uptake: 2	PvdQ acylase: -12	CDK5 p35 inh: 1.4	Wnt bcat act: .	MITF TRPM1 HTS: 4	cardiac RTF act: 3	Rtt109 Vps75: 0	HTR5A ag ctr: 6

#27 COc1ccc(C(=O)N2CCN(Cc3ccccc3)CC2)cc1[N+](=O)[O-]
  SR-BI uptake up: 2	dFosB act: 1	SR-BI HDL uptake: -2	PvdQ acylase: 7	CDK5 p35 inh: 1.8	Wnt bcat act: -2	MITF TRPM1 HTS: .	cardiac RTF act: -5	Rtt109 Vps75: 3	HTR5A ag ctr: -5

#28 COc1ccc(NC(=O)CC2C(=O)N(c3cccc(OC)c3)C(=O)N2CCC(C)C)cc1 (configuration not stated)
  SR-BI uptake up: -18	dFosB act: -4	SR-BI HDL uptake: 18	PvdQ acylase: -15	CDK5 p35 inh: -0.4	Wnt bcat act: .	MITF TRPM1 HTS: 10	cardiac RTF act: 0	Rtt109 Vps75: 3	HTR5A ag ctr: -1

#29 COc1ccc(C(=O)NCCCNC(=O)c2ccccn2)cc1Br
  SR-BI uptake up: 6	dFosB act: -1	SR-BI HDL uptake: -6	PvdQ acylase: -6	CDK5 p35 inh: -0.4	Wnt bcat act: 3	MITF TRPM1 HTS: -9	cardiac RTF act: -7	Rtt109 Vps75: -8	HTR5A ag ctr: -2

(continued)
[31] COc1cc2c(cc1OC)C(c1ccccc1)CC2=O (configuration not stated)
[32] O=C(CN1C(=O)C2CCCCC2C1=O)Nc1cccc(C(F)(F)F)c1 (configuration not stated)
[33] COc1ccc(CNC(=O)CN2C(=O)CSc3ccc(S(=O)(=O)N4CCOCC4)cc32)cc1
[34] O=C(NCCCc1ccccc1)c1ccc([N+](=O)[O-])cc1Cl
[35] Cc1ccc(OCC(=O)NN2C(=O)c3ccccc3C2=O)c(C)c1
[36] O=S(=O)(c1ccc(F)cc1)N1CCN(c2ccccc2)CC1

entry no.,31,32,33,34,35,36
SR-BI uptake up,25,1,20,2,19,-2
dFosB act,10,-1,-15,-4,1,2
SR-BI HDL uptake,-25,-1,-20,-2,-19,2
PvdQ acylase,-22,-13,-12,-7,-11,-4
CDK5 p35 inh,0.4,-2.6,1.0,0.3,-0.3,-0.2
Wnt bcat act,-1,-7,-2,18,-1,-4
MITF TRPM1 HTS,-7,3,-2,.,0,3
cardiac RTF act,0,0,2,-1,2,1
Rtt109 Vps75,-2,5,9,-1,6,-8
HTR5A ag ctr,-4,-4,1,4,7,-2

[37] C/C(=C\C(=S)Nc1ccccc1)Nc1ccc2ccccc2c1
[38] O=C(CC(c1ccccc1)c1ccccc1)NCc1cccnc1
[39] N#CC(=C=[N-])c1nc2ccccc2nc1-[n+]1cccc(NC(=O)c2cccs2)c1
[40] COc1ccc(CN(CC(=O)NCC2CCCO2)C(=O)CCC(=O)Nc2cc(C)on2)cc1 (configuration not stated)
[41] Oc1[nH]c(=S)sc1C=C1N=c2ccccc2=N1
[42] CCOc1cc(S(=O)(=O)n2cc(-c3ccc(F)cc3)c(N)n2)cc(OCC)c1OCC

entry no.,37,38,39,40,41,42
SR-BI uptake up,29,17,.,6,-2,-20
dFosB act,-7,-2,-2,2,3,6
SR-BI HDL uptake,-29,-17,.,-6,2,20
PvdQ acylase,12,-21,-19,2,-16,-1
CDK5 p35 inh,2.4,-11,-9.3,-3.1,-4.2,0.6
Wnt bcat act,52*,.,3,.,42*,1
MITF TRPM1 HTS,14,2,-3,3,.,.
cardiac RTF act,-4,10,2,-3,.,-1
Rtt109 Vps75,0,-2,0,12,14,-3
HTR5A ag ctr,3,-1,-3,7,.,1

[43] Clc1ccc2oc(SCc3cccnc3)nc2c1
[44] O=C(c1ccc(Cl)c(S(=O)(=O)N2CCCCC2)c1)N1CCCC(C(F)(F)F)C1 (configuration not stated)
[45] CCCCNS(=O)(=O)C1CCS(=O)(=O)C1 (configuration not stated)
[46] Cc1cc(F)ccc1NS(=O)(=O)c1c(C)nc2scc(C)n2c1=O

entry no.,43,44,45,46
SR-BI uptake up,.,3,9,.
dFosB act,-9,-9,1,-7
SR-BI HDL uptake,.,-3,-9,.
PvdQ acylase,-13,5,-6,15
CDK5 p35 inh,1.1,2.8,-0.5,0.9
Wnt bcat act,9,-1,.,-1
MITF TRPM1 HTS,40,-8,10,-4
cardiac RTF act,-1,-1,-2,0
Rtt109 Vps75,1,10,0,1
HTR5A ag ctr,1,3,0,2
